# Bioassay records (PubChem BioAssay)
# Wnt bcat act: Wnt/beta-catenin pathway activators, primary screen, cell-based, plate reader, single point | Wnt/beta-catenin reporter cell assay, activator | activation, % at 9.35 µM | hit rate 1.2% among 300,000 | AID 743398, 2014; in the data active = activation above about 30%, passing the limit was not always enough;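 note: 0% = neutral control wells and 100% = positive control wells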
# E coli growth: E. coli V3065 growth inhibition, primary screen, counter-screen for AddAB inhibitor project, absorbance, OD600 | inhibition, % at 11.9 µM | hit rate 0.27% among 330,000 | 18 h;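 active = inhibition above the campaign's mean inhibition across all tested compounds plus 3 SD, cut at about 9.9% in these data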;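 note: uninfected addAB+ strain grown without phage in ampicillin broth; 0% = DMSO wells and 100% = ciprofloxacin 0.95 µg/ml wells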
# PvdQ acylase: P. aeruginosa PvdQ acylase inhibitors, primary screen, biochemical, fluorescence, plate reader and imaging, single point; PvdQ acylase [Pseudomonas aeruginosa LESB58]; inhibition, % at 10 µM; hit rate 0.063% among 340,000; AID 488965, 2010; purified PvdQ acylase; in the data active = inhibition above about 30%, passing the limit was not always enough;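 note: 0% = vehicle neutral wells and 100% = reference inhibitor wells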
# CAL PDZ FP: CAL PDZ peptide-binding inhibitors, primary screen, biochemical, fluorescence polarization, Cer-tagged CAL PDZ, HTS; Golgi-associated PDZ and coiled-coil motif-containing protein (Homo sapiens), Q9HD26; purified CAL PDZ, TMR-peptide fluorescence polarization, 1 h; inhibition, % at 20 µM; hit rate 0.02% among 330,000; AID 504414, 2011;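 active = highest replicate inhibition of at least 40%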;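 note: plate controls were DMSO neutral control wells for no effect and unlabeled competitor peptide control wells for full effect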
#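 System: purified tagged CAL PDZ domain construct (CerCALP). Schedule: 1 h incubation at room temperature before polarization reading. Medium: 25 mM sodium phosphate pH 7.4, 150 mM NaCl, TCEP, IgG, Thesit. Read-out: percent inhibition from loss of millipolarization. Measured by: FP readout, S and P plane fluorescence. Probe or stimulus: fluorescent TMR peptide probe.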
# PfHsp90 yeast 2: growth inhibition of PfHsp90-expressing yeast, primary screen, antimalarial PfHsp90 inhibitor project, S. cerevisiae, BacTiter-Glo luminescence, single point, set 2; hit rate 0.32% among 310,000; inhibition, % at 9.4 µM; BacTiter-Glo ATP, 48 h; yeast lacking PDR1 and PDR3 efflux regulators;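 active = every replicate shows inhibition above about 80%, whatever the replicate mean, limit read from the data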;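 note: 0% = DMSO neutral controls and 100% = 20 µM radicicol positive controls; yeast relying on Plasmodium falciparum Hsp90 in place of its own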
# phage Ecoli inh: growth loss of phage-infected E. coli, primary screen, RecBCD inhibitor project, absorbance, with phage, HTS | inhibition, % at 11.9 µM | hit rate 0.26% among 360,000; in the data active = inhibition above about 11%
# AddAB inh: growth inhibition of E. coli expressing H. pylori AddAB, primary screen, AddAB inhibitor project, absorbance. AID 435030, 2010. inhibition, % at 11.9 µM. hit rate 0.29% among 330,000; in the data active = inhibition above about 12%;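 note: 0% = vehicle wells of infected cells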
# Tat transport: E. coli Tat export inhibitors, primary screen, MC4100, TorA-mCherry reporter, fluorescence, single point | inhibition, % at 10 µM | hit rate 0.036% among 340,000;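 active = mean replicate inhibition at least 50% and at least half of replicates individually reaching 50%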;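 note: exported cargo escapes ClpAP degradation while cytoplasmic cargo is degraded and loses fluorescence; 0% = median of neutral control wells and 100% = median of NaSCN control wells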
# Rtt109 HAT inh: inhibitors of C. albicans Rtt109/Vps75 HAT, primary screen, biochemical, ThioGlo CoA-SH fluorescence, plate reader; Histone acetyltransferase RTT109 (Candida albicans (strain SC5314 / ATCC MYA-2876)), …; purified Rtt109/Vps75, 4 h; inhibition, % at 34.9 µM; hit rate 0.16% among 330,000; AID 540336, 2011;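 active = inhibition of at least 50% in every replicate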
# Target sequence (Q5AAJ8 whole entry, looked up): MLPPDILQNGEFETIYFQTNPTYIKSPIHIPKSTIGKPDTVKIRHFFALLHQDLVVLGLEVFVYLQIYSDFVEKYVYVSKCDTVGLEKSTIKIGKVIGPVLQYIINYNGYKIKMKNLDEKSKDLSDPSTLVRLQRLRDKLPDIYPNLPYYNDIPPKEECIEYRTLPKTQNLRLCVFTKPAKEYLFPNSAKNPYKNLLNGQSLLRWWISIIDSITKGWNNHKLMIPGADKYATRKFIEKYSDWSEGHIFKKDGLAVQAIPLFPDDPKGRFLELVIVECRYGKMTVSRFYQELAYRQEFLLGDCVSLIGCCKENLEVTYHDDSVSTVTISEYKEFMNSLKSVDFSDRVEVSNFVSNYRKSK
# DAGLB inhibitor: DAGLB lipase inhibitors, primary screen, biochemical, fluorescence, HTS; AID 504411, 2011; Diacylglycerol lipase-beta (Homo sapiens), Q8NCG7; inhibition, % at 5.17 µM; hit rate 0.059% among 340,000; HEK293T DAGLB membrane lysate, EnzChek fluorogenic substrate; in the data active = inhibition above about 34%;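 note: 0% = enzyme with vehicle and 100% = wells lacking enzyme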
# Target sequence (Q8NCG7 whole entry, looked up): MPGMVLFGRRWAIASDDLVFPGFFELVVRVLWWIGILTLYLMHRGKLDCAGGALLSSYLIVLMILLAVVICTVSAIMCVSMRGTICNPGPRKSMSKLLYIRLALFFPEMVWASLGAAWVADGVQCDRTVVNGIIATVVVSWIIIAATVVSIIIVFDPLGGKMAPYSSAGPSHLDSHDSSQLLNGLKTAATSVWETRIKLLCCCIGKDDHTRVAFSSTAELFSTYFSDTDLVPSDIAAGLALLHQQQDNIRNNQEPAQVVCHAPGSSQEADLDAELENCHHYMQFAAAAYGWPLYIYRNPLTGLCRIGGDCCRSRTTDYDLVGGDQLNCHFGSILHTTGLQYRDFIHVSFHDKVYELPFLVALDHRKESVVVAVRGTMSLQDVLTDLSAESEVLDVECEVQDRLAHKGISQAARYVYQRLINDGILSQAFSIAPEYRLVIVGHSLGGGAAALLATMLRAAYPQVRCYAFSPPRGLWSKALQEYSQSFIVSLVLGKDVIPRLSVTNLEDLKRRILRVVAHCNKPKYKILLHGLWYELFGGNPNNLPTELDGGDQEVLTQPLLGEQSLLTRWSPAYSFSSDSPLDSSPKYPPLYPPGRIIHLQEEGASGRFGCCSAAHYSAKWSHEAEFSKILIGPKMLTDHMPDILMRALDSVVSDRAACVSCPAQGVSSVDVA
# The depositor's hits bear a star; . = no result given.
entry	Molecule	Wnt bcat act	E coli growth	PvdQ acylase	CAL PDZ FP	PfHsp90 yeast 2	phage Ecoli inh	AddAB inh	Tat transport	Rtt109 HAT inh	DAGLB inhibitor
1	O=C(CN1CCOCC1)N/N=C/c1ccc(-c2ccc(Br)cc2)o1	-2	-2.3	-2	-0.7	-11	1.4	1.4	1	-5	-1
2	CCCSc1nnc(N)s1	-1	-0.1	-17	-0.4	15	0.1	3.7	-7	7	-2
3	O=C(O)c1ccc(N2C(=O)c3cccc4c(C(=O)O)ccc(c34)C2=O)cc1	1	-0.2	-5	-0.1	-67	5.1	3.9	-6	-6	.
4	COc1ccc(N(CC(=O)NCc2ccc3c(c2)OCO3)S(C)(=O)=O)cc1OC	-1	2.4	0	-0.5	-6	2.2	2.8	-9	3	0
5	Cc1cccc(C)c1NC(=O)COC(=O)c1cccnc1	0	1.5	-4	-0.6	-6	1.8	-1.6	8	-3	2
6	COc1ccc(CCc2nnc(CCC(=O)NCc3cnc4ccccn34)o2)cc1	-5	1.4	-7	0.0	-7	2.4	2.7	-4	-6	0
7	Cc1cc(C(=O)CSc2nc3ccccc3c(=O)[nH]2)c(C)n1C	.	-0.7	-6	-2.4	4	0.5	-2.5	-4	0	2
8	CC(=O)NCc1ccc(-c2csc(-c3cccs3)n2)cc1	20	1.5	-8	-1.2	15	4.7	2.3	3	-2	-2
9	Cc1cccc([N+](=O)[O-])c1NC(=O)COC(=O)C1CC2CCCC(C1)C2=O (stereo not drawn)	-1	1.2	-5	-2.3	22	2.4	-0.2	4	-11	0
10	CSCCC(NC(=O)c1ccccc1Cl)C(=O)N1CCN(C(C)=O)CC1 (stereo not drawn)	14	0.0	-19	-0.5	-20	1.1	0.2	-7	-3	1
11	Cc1ccc(NC(=O)c2cccs2)cc1[N+](=O)[O-]	4	2.8	0	-0.2	7	1.9	0.8	2	1	2
12	Cc1ccnn1CC(=O)N/N=C/c1ccc([N+](=O)[O-])s1	-1	-0.1	-15	-1.4	15	4.9	-0.4	-25	6	-3
13	O=C(CCC(=O)OCC(=O)c1cccc([N+](=O)[O-])c1)Nc1ccccc1Cl	1	0.5	-6	-1.0	.	2.3	-0.7	13	8	2
14	S=C(Nc1cccc(Cl)c1)Nc1ccc2c(c1)OCCO2	9	.	21	-0.8	-25	2.9	.	-1	4	0
15	O=C(C1CCN(S(=O)(=O)c2cccc([N+](=O)[O-])c2)CC1)N1CCOCC1	-3	0.8	6	-2.4	20	3.5	3.2	-7	-8	-1
16	O=C(C(Cc1ccccc1)N1C(=O)c2ccccc2C1=O)N1c2ccccc2CCc2ccccc21 (stereo not drawn)	0	-2.3	1	-2.3	-23	1.2	6.0	0	-1	-7
17	CCN(CC(=O)Nc1ccc2c(c1)OCCO2)C(=O)CC1CCCC1	-3	-0.1	-6	0.7	3	0.2	2.6	0	-8	1
18	Cn1c(NCc2c[nH]c3ccccc23)nc2ccccc21	.	3.4	-14	-1.8	3	2.9	2.4	2	0	1
19	CCN1c2ccccc2N(C)C1(C)c1ccccc1 (stereo not drawn)	.	-4.6	-3	-0.3	-4	.	1.5	-7	7	2
20	CN1CCN(NC(=O)C23CC4CC(CC(C4)C2)C3)CC1	-2	-4.4	-11	-1.7	-2	3.2	0.8	4	.	0
21	Cn1c(=O)c2c(nc(SCc3cccnc3)n2Cc2ccc(F)cc2)n(C)c1=O	-2	1.7	0	-2.7	5	0.4	0.4	-1	-4	-2
22	COc1ccc(NC(=O)c2cccs2)cc1NC(=O)c1ccco1	0	-1.1	-8	-2.5	-4	2.7	0.5	-1	7	-2
23	Cc1cc(C(F)(F)F)nn1CC(=O)NCC1CCCO1 (stereo not drawn)	.	1.6	-14	-0.7	7	2.0	1.2	-3	2	-4
24	O=c1oc2ccccc2c(Nc2cccc3ccccc23)c1[N+](=O)[O-]	-1	-0.4	13	.	1	3.8	1.4	13	4	12
25	CCN1C(=O)[C@H]2[C@@H](c3ccc(SC4CCCCC4)cc3)N3CCCC[C@@]3(C(=O)OC)[C@H]2C1=O	-2	0.0	5	-1.7	0	2.2	-0.4	-4	6	-1
26	Cc1cc(OC(C)C(=O)Nc2ccncc2)ccc1Cl (stereo not drawn)	-1	1.4	-7	-1.8	-10	0.5	0.9	3	-3	0
27	CC1CCCC(C)N1C(=O)CSc1nc2ccccc2s1 (stereo not drawn)	.	-2.8	-3	-3.2	.	1.2	-0.3	1	.	-6
28	CCN(CC)S(=O)(=O)c1cc(NC(=O)CSc2nnc(-c3cccs3)o2)ccc1C	6	-1.2	12	-1.9	-3	1.1	4.0	1	7	1
29	O=C(COC(=O)c1cc(S(=O)(=O)N2CCc3ccccc3C2)ccc1Cl)NCc1ccco1	.	1.9	8	-1.1	0	-1.6	1.3	-5	6	4
30	Cc1ccc(NS(=O)(=O)c2ccc(C(=O)N3CCN(S(=O)(=O)c4ccccc4)CC3)cc2)cc1	-4	2.4	10	-1.0	-27	4.8	-0.2	5	12	1

# The last 5 entries of the section before come first, to join the parts.
entry	Molecule	Wnt bcat act	E coli growth	PvdQ acylase	CAL PDZ FP	PfHsp90 yeast 2	phage Ecoli inh	AddAB inh	Tat transport	Rtt109 HAT inh	DAGLB inhibitor
26	Cc1cc(OC(C)C(=O)Nc2ccncc2)ccc1Cl (stereo not drawn)	-1	1.4	-7	-1.8	-10	0.5	0.9	3	-3	0
27	CC1CCCC(C)N1C(=O)CSc1nc2ccccc2s1 (stereo not drawn)	.	-2.8	-3	-3.2	.	1.2	-0.3	1	.	-6
28	CCN(CC)S(=O)(=O)c1cc(NC(=O)CSc2nnc(-c3cccs3)o2)ccc1C	6	-1.2	12	-1.9	-3	1.1	4.0	1	7	1
29	O=C(COC(=O)c1cc(S(=O)(=O)N2CCc3ccccc3C2)ccc1Cl)NCc1ccco1	.	1.9	8	-1.1	0	-1.6	1.3	-5	6	4
30	Cc1ccc(NS(=O)(=O)c2ccc(C(=O)N3CCN(S(=O)(=O)c4ccccc4)CC3)cc2)cc1	-4	2.4	10	-1.0	-27	4.8	-0.2	5	12	1
31	CCOC(=O)c1c(C)nc2sccn12	.	0.9	-14	.	.	3.4	0.3	3	-10	-4
32	CCN(CC)Cc1c(C(=O)N/N=C/c2ccccn2)nnn1-c1nonc1N	0	-1.4	-9	-1.5	8	1.4	2.0	5	7	0
33	Cc1cccc(N2C(=O)C(CC(=O)Nc3cccc(F)c3)N(CCc3ccncc3)C2=O)c1 (stereo not drawn)	-2	0.1	-9	-2.4	-31	4.9	0.9	1	3	2
34	COc1cc(/C=N/n2cnnc2)ccc1OCC(=O)N1CCOCC1	0	-2.0	-11	-0.5	-6	3.8	-0.3	-9	2	2
35	CCCc1noc2c1C(c1cc(Br)ccc1F)C(C#N)=C(N)N2 (stereo not drawn)	-2	-1.3	-4	0.7	13	1.9	2.8	0	6	2
36	CCOC(=O)c1c(S(=O)(=O)N2CCCC(C(=O)Nc3ncccc3C)C2)c(C)n(C)c1C (stereo not drawn)	2	-0.6	-19	-2.0	9	1.3	-0.1	13	2	-1
37	Cc1nc2ccc(NC(=S)N3CCC(C)CC3)cc2nc1C	-3	0.0	-10	-1.1	3	1.6	0.8	1	-1	-1
38	O=C1CC(N(C(=O)c2ccco2)c2cccc(Cl)c2)C(=O)N1c1cccc(Cl)c1 (stereo not drawn)	.	0.9	-15	-1.9	-21	3.4	2.8	0	4	0
39	Cc1nn(C)c(C)c1S(=O)(=O)N(CC(=O)Nc1ccc2c(c1)OCO2)c1ccc(C(C)C)cc1	-4	-2.1	-5	-0.4	39	1.0	1.1	-3	-3	-3
40	COc1ccc(N=Nc2cc(C)ccc2O)cc1	54*	-1.1	26	-0.4	-21	1.8	0.1	5	1	1
41	COC(=O)C1=C(N)Oc2cc(C)[nH]c(=O)c2C1c1cc(OC)c(OC)c(OC)c1 (stereo not drawn)	.	-2.0	-14	-0.6	26	1.6	3.2	-5	1	-1
42	O=C1CCCc2c1[nH]c1ccccc21	2	-0.6	-8	.	.	3.1	4.8	4	-5	4
43	CCc1ccc(N(C(=O)c2csnn2)C(C(=O)NC2CCCCC2)c2cccnc2)cc1 (stereo not drawn)	0	-1.1	-9	-0.9	-43	-1.1	3.7	-9	-1	1
44	O=C(CCCOc1ccc(Cl)cc1)NCC1CCCO1 (stereo not drawn)	-1	0.7	10	.	-9	-1.3	0.8	-9	5	-3
45	CCCCSc1cc(=O)[nH]c(N)n1	0	0.8	6	-2.6	17	3.4	2.6	3	19	1
46	CC(C)c1ccc(NC(=O)C2CCCN(S(=O)(=O)c3ccc4c(c3)C(C)(C)C(=O)N4C)C2)cc1 (stereo not drawn)	-5	0.1	-2	-0.6	-9	3.1	0.1	-3	19	-4
47	CN(C(=O)c1ccc(-c2nn(C)c(=O)c3ccccc23)cc1)c1ccccc1	-6	-2.3	1	-2.2	.	2.6	0.4	0	6	-1
48	COc1ccc(C(=O)N/N=C(\CCC(=O)O)c2ccc(C(C)(C)C)cc2)cc1OC	-1	1.4	-4	-0.3	-30	3.3	-0.1	-17	-7	0

# Exported field by field: part of the list above
41) COC(=O)C1=C(N)Oc2cc(C)[nH]c(=O)c2C1c1cc(OC)c(OC)c(OC)c1 (stereo not drawn)
  Wnt bcat act = .	E coli growth = -2.0	PvdQ acylase = -14	CAL PDZ FP = -0.6	PfHsp90 yeast 2 = 26	phage Ecoli inh = 1.6	AddAB inh = 3.2	Tat transport = -5	Rtt109 HAT inh = 1	DAGLB inhibitor = -1

42) O=C1CCCc2c1[nH]c1ccccc21
  Wnt bcat act = 2	E coli growth = -0.6	PvdQ acylase = -8	CAL PDZ FP = .	PfHsp90 yeast 2 = .	phage Ecoli inh = 3.1	AddAB inh = 4.8	Tat transport = 4	Rtt109 HAT inh = -5	DAGLB inhibitor = 4

43) CCc1ccc(N(C(=O)c2csnn2)C(C(=O)NC2CCCCC2)c2cccnc2)cc1 (stereo not drawn)
  Wnt bcat act = 0	E coli growth = -1.1	PvdQ acylase = -9	CAL PDZ FP = -0.9	PfHsp90 yeast 2 = -43	phage Ecoli inh = -1.1	AddAB inh = 3.7	Tat transport = -9	Rtt109 HAT inh = -1	DAGLB inhibitor = 1
